TAG inh = inhibitors of triacylglycerol accumulation, primary screen, cell-based, uHTS, fluorescence, H9c2; H9c2 cells, Nile Red lipid (TAG) fluorescence; cells loaded with 200 µM oleic acid; inhibition, % at 12.5 µM; 230,000 compounds, 0.66% hits;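 active means pattern-corrected inhibition of lipid staining of at least 50% with the nuclear-stain viability signal not falling by more than 50%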;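 further: 0% = DMSO wells and 100% = triacsin C control wells; some results filed as inactive read as strong as hits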
TAG inh DAPI viability = recorded beside TAG inh, whose call it bears; DAPI nuclei signal change (viability), lower = more cytotoxic, %;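 whole-well DAPI fluorescence read on a plate reader as a viability signal; minus 50 percent equals half of cells still viable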
An asterisk follows results filed as active; & = joins results of further samples. A portion of the library. The share of hits here may be higher or lower than overall.

SMILES	TAG inh	TAG inh DAPI viability
Cn1c(SCC(=O)Nc2nc3ccccc3s2)nnc1-c1ccccc1	-2.2	-1.5
c1ccc(Nc2nc(N3CCOCC3)nc(N3CCOCC3)n2)cc1	45.7	-14.4
C[C@H]1COC(=O)[C@@H](Cc2ccc(F)cc2)CC/C=C/C[C@@H](CC(=O)N(CCO)Cc2ccccc2)C(=O)N1	1.0	-3.4
CCC1CCc2sc(C(=O)OCC(=O)N(CCOC)c3c(N)n(Cc4ccccc4)c(=O)[nH]c3=O)cc2C1 (stereo not drawn)	5.3	3.6
CCN(CC)C(=O)c1ccc(N)cc1	11.8	-12.5
CN(CC(=O)Nc1ccc(Cl)c(C(F)(F)F)c1)C(=O)c1cnccn1	-2.1	-8.6
C=CC[C@@H](Cc1ccc(F)cc1)C(=O)OC[C@H]1CCCN1C(=O)[C@H](CC=C)CC(=O)N(CCO)Cc1ccccc1	18.2	-6.5
O=C(c1ccc([N+](=O)[O-])cc1[N+](=O)[O-])N1CCCC1	7.6	-2.1
CC(C)COCc1ccc(O)c2ncccc12	45.0	-23.2
O=C(COc1ccc(F)cc1Br)N1CCN(c2ncccn2)CC1	3.4	-2.5
O=C(Oc1cccc(OC(=O)N2CCCCC2)c1)N1CCCCC1	9.7	-7.4
COC(=O)c1ccc(COc2ccc(C=O)cc2OC)o1	-0.8	-2.2
CC(=O)c1ccc(Nc2ccc(-c3ccccc3F)nn2)cc1	15.5	-21.5
O=S(=O)([O-])CCC[N+]1(CC#Cc2ccccc2)CCCCC1	8.4	7.4
COc1ccc(C(=O)OCC(=O)c2ccco2)cc1[N+](=O)[O-]	-9.9	9.5
Cc1sc2ncnc(SCC(=O)N(C(C)C)C(C)C)c2c1C	6.2	5.3
COc1ccc(OC)c(S(=O)(=O)N2CCN(c3ccc(F)cc3)CC2)c1	-9.7	1.2
CCSc1nnc(-c2ccc(OC)cc2)o1	-2.6	7.8
COc1ccccc1NC(=O)CNC(=O)c1ccccc1	3.8	-5.1
CCOc1ccc2nc(N3CCCC(C(=O)NCCCN4CCOCC4)C3)sc2c1 (stereo not drawn)	-3.4	8.6

Copied from the results shown (2 entries):
SMILES	TAG inh	TAG inh DAPI viability
Cn1c(SCC(=O)Nc2nc3ccccc3s2)nnc1-c1ccccc1	-2.2	-1.5
c1ccc(Nc2nc(N3CCOCC3)nc(N3CCOCC3)n2)cc1	45.7	-14.4

(listing goes on)
SMILES	TAG inh	TAG inh DAPI viability
CC[C@]12c3[nH]c4cc(-c5ccco5)ccc4c3CCN1C(=O)[C@@H](CC(=O)NC/C=C(\C)CCC=C(C)C)C[C@@H]2C(=O)N1CCN(C(=O)C2CC2)CC1	30.0	-6.0
CC(C)N1CCc2c(sc(NC(=O)c3cc(-c4cccs4)nc4ccccc34)c2C(N)=O)C1	30.0	-0.6
CCC(C)c1ccc(S(=O)(=O)N2CCN(C(=O)CN3C(=O)NC(C)(C4CC4)C3=O)CC2)cc1 (stereo not drawn)	-11.8	-5.1
Cc1ccc2c(c1)C(=O)C(=O)N2c1ccc(C(F)(F)F)cc1	6.9	-4.5
CCOC(=O)CSc1snnc1-c1ccccc1	-3.9	-3.2
CCOC(=O)N1CCN(C(=O)CSc2nc3c([nH]c4ccccc43)c(=O)n2CCOC)CC1	-2.8	-6.4
O=C(CCNS(=O)(=O)c1ccccc1C(F)(F)F)N1CCCCCCC1	13.2	-5.1
CCc1cc2c(=O)c(-c3nc4ccccc4n3C)c(CCCC(=O)O)oc2cc1OC(=O)C(C)(C)C	-4.1	7.8
COc1ccc(N2CCN(C(=O)C(OC(C)=O)c3ccccc3)CC2)cc1 (stereo not drawn)	-13.8	2.9
CC12CCC(=O)N1C(C(=O)Nc1ccccc1N1CCOCC1)CS2 (stereo not drawn)	-0.7	4.2
CCC(CO)Oc1cc(NCc2ccc(C(C)(C)C)cc2)c2ncn(C(C)C)c2c1 (stereo not drawn)	-0.4	4.8
COCCNC(=O)C1(C)CCCN(C(=O)c2c(-c3ccccc3)noc2C)C1 (stereo not drawn)	5.5	4.7
C=CCn1nnnc1-c1cccc(Cl)c1	4.3	-16.3
Cc1cc(NC(=O)Cc2ccccc2)nc2c1c(=O)oc1ccccc12	-48.9	-2.7
Cc1ccc(/C(O)=C/C(=O)C(=O)NC23CC4CC(CC(C4)C2)C3)cc1	4.1	1.1
Nc1nonc1C(=O)NCCNc1ccc([N+](=O)[O-])cc1	-10.7	-2.8
CCOc1ccc(CNC(=O)c2nnc(CS(=O)(=O)c3ccccc3)o2)cc1OC	4.8	-4.0
CN1CCCN(C(=O)C2CCCCC2)CC1	1.7	-4.9
O=C(CSc1nnnn1C1CCCC1)N1CCOCC1	-8.9	-5.2
O=C(NCc1ccc2c(c1)OCO2)c1ccccn1	6.8	0.9
O=C(CC12CC3CC(CC(Br)(C3)C1)C2)NC1=NCCS1	-1.9	2.9
COc1ccc(F)cc1S(=O)(=O)n1nnc2ccccc21	6.8	-2.3
CCOC(=O)N1CCN(C(=O)COc2ccc([N+](=O)[O-])cc2)CC1	4.6	0.5
CCn1cc(CN2CCC(C(=O)Nc3cccc(-c4cccc(F)c4)c3)CC2)cn1	6.5	13.2
CCCCCCCCNc1ncnc2[nH]ncc12	-13.8	4.1
CCCCNC(=O)C1CCCN(S(=O)(=O)c2ccc(-n3cnnn3)cc2)C1 (stereo not drawn)	2.5	5.4
O=c1c(-c2ccco2)[n+]([O-])c2ccccc2n1OCc1ccccc1	-20.4	22.0
CN(c1ccc(C(=O)O)cc1)S(=O)(=O)c1ccc(Cl)cc1	18.2	-3.7
CCCCOC(=O)Nc1cccc(C(=O)OCC)c1	3.6	3.7
Cc1nn(Cc2ccccc2)c(=O)n1N(C)c1ncc(C(F)(F)F)cc1Cl	-28.0	-2.9
Cc1ccc(CSc2nnc(NC(=O)C3COc4ccccc4O3)s2)cc1 (stereo not drawn)	-9.2	0.5
Cc1ccc(S(=O)(=O)NC(=O)N(C)C2CCCCC2)cc1	-0.6	0.9
CCC(=O)Nc1nc(-c2ccccc2)nc(SC)c1C(C)=O	-3.3	0.5
Cc1cnc(Sc2ncccc2[N+](=O)[O-])nc1	-8.5	-0.5
Cc1ccc(N=Nc2c(N)nn(-c3ccccc3)c2N)cc1	18.6	-15.2
C=CCn1c(=O)c2ccccc2n2c(SCC(=O)/C(C#N)=C(\C)N)nnc12	-14.1	3.6
Cc1ccc(-c2cnc(NCc3cc4c(cc3[N+](=O)[O-])OCO4)n2C)cc1C	4.2	13.1
N=c1oc2ccccc2cc1C(=O)NCc1ccccc1	4.8	-1.6
CS(=O)(=O)c1ccc2nc(NC(=O)CS(=O)(=O)Cc3ccccc3)sc2c1	5.8	-5.2
Cc1ccc(OCC(=O)N2CCC(Cc3ccccc3)CC2)c([N+](=O)[O-])n1	2.9	-13.6

Taken from the results shown (19 entries):
SMILES	TAG inh	TAG inh DAPI viability
COc1ccc(F)cc1S(=O)(=O)n1nnc2ccccc21	6.8	-2.3
CCOC(=O)N1CCN(C(=O)COc2ccc([N+](=O)[O-])cc2)CC1	4.6	0.5
CCn1cc(CN2CCC(C(=O)Nc3cccc(-c4cccc(F)c4)c3)CC2)cn1	6.5	13.2
CCCCCCCCNc1ncnc2[nH]ncc12	-13.8	4.1
CCCCNC(=O)C1CCCN(S(=O)(=O)c2ccc(-n3cnnn3)cc2)C1 (stereo not drawn)	2.5	5.4
O=c1c(-c2ccco2)[n+]([O-])c2ccccc2n1OCc1ccccc1	-20.4	22.0
CN(c1ccc(C(=O)O)cc1)S(=O)(=O)c1ccc(Cl)cc1	18.2	-3.7
CCCCOC(=O)Nc1cccc(C(=O)OCC)c1	3.6	3.7
Cc1nn(Cc2ccccc2)c(=O)n1N(C)c1ncc(C(F)(F)F)cc1Cl	-28.0	-2.9
Cc1ccc(CSc2nnc(NC(=O)C3COc4ccccc4O3)s2)cc1 (stereo not drawn)	-9.2	0.5
Cc1ccc(S(=O)(=O)NC(=O)N(C)C2CCCCC2)cc1	-0.6	0.9
CCC(=O)Nc1nc(-c2ccccc2)nc(SC)c1C(C)=O	-3.3	0.5
Cc1cnc(Sc2ncccc2[N+](=O)[O-])nc1	-8.5	-0.5
Cc1ccc(N=Nc2c(N)nn(-c3ccccc3)c2N)cc1	18.6	-15.2
C=CCn1c(=O)c2ccccc2n2c(SCC(=O)/C(C#N)=C(\C)N)nnc12	-14.1	3.6
Cc1ccc(-c2cnc(NCc3cc4c(cc3[N+](=O)[O-])OCO4)n2C)cc1C	4.2	13.1
N=c1oc2ccccc2cc1C(=O)NCc1ccccc1	4.8	-1.6
CS(=O)(=O)c1ccc2nc(NC(=O)CS(=O)(=O)Cc3ccccc3)sc2c1	5.8	-5.2
Cc1ccc(OCC(=O)N2CCC(Cc3ccccc3)CC2)c([N+](=O)[O-])n1	2.9	-13.6

Following part.
SMILES	TAG inh	TAG inh DAPI viability
CCSc1nnc(Nc2ccccc2)s1	11.8	-12.9
CC(=O)N1CCN(c2ccccc2NC(=O)COc2ccc(Cl)cc2Cl)CC1	4.9	-17.3
C=CCn1c(SCCN2CCCC2)nc2c([nH]c3ccccc32)c1=O	14.9	5.0
COC(=O)c1[nH]c2ccccc2c1NC(=O)CN1CCN(c2cccc(OC)c2)C(C)C1 (stereo not drawn)	26.3	16.6
CC(=O)N(C)C[C@H]1Oc2ncc(Br)cc2C(=O)N([C@H](C)CO)C[C@@H]1C	-0.9	-1.4
CN(C)c1ccc(/C=N/NC(=O)c2cccc(C(=O)N/N=C/c3ccc(N(C)C)cc3)n2)cc1	-3.8	0.9
CCn1c(SCC(=O)Nc2cc(C)ccc2C)nc2c(c1=O)SC(C)C2 (stereo not drawn)	6.8	-9.6
COC(=O)c1sc2nc3c(cc2c1N)CCCC3	-9.3	7.6
CN(Cc1ccccc1)C(=O)c1ccc2sc([C@H]3C[C@H](O)[C@@H](CO)O3)nc2c1	-0.4	-2.9
O=C(O)CCCC(=O)N1CCCC1	0.7	13.3
O=C(NCCO)N1c2ccccc2Sc2ccccc21	7.7	-0.3
Cc1ccc(NC(=S)NCc2ccc3c(c2)cc(C)n3C)c(C)c1	11.9	18.5
CC(CCc1ccccn1)C(=O)c1ccccc1 (stereo not drawn)	-4.2	5.7
CCC(=O)Nc1ccc(NC(=O)CSc2nnc(-c3ccc(O)cc3)n2CC2CCCO2)cc1 (stereo not drawn)	-0.1	-7.1
O=C(NC1=NCCS1)C1Cc2ccccc2CN1C(=O)c1ccccc1 (stereo not drawn)	-26.9	8.2
CN1CCC(N(C)C(=O)c2cc(=O)c3ccccc3o2)CC1	-8.5	5.3
CN(C)c1ccc(Cc2cc3c(O)ccc(O)c3cc(Cc3ccc(N(C)C)cc3)c2=O)cc1	-1.0	5.1
Cn1cnnc1Sc1ccc(C(=O)OCC(=O)NC2CC2)cc1[N+](=O)[O-]	-5.7	1.2
COCCNC(=O)c1cccc(OC2CCN(Cc3ccc(C(C)C)cc3)CC2)c1	-7.9	9.0
CCCCn1c(N)c(N(C)C(=O)c2ccc(Br)o2)c(=O)[nH]c1=O	-6.2	0.1
CCCCCNC(=O)c1ccc(NC(=O)CC2SC(N3CCCC3)=NC2=O)cc1 (stereo not drawn)	-1.1	2.3
COc1ccccc1NC(=O)CNC(=O)c1ccc(Br)o1	-9.7	0.4
N#Cc1c(NC(=O)CSc2ncn(-c3ccccc3)n2)sc2c1CCCC2	6.8	1.9
Cc1c(NC(=O)c2cc(-n3cnnc3)ccc2Cl)cccc1-c1nc2ccccc2o1	10.0	-4.1
CCc1cc(Cl)c(OC)c(C(=O)NC[C@@H]2CCCN2CC)c1O	3.5&7.0	14.1&-5.5
Cc1ccc(S(=O)(=O)N2CCC(C(=O)Nc3ccc(S(=O)(=O)N4CCCC4)cc3)CC2)cc1C	-4.5	-1.9
CCCC[C@H]1COCCS(=O)(=O)N1Cc1ccc(F)cc1	-14.3	-6.9
CCC(C)c1ccccc1NC(=O)C(C)OC(=O)c1ccco1 (stereo not drawn)	-8.0	8.2
Cc1cccc(OCCn2c(CCCO)nc3ccccc32)c1	-5.5	-3.4
COc1cc(NC(=O)c2ccc(Br)cc2)c(OC)cc1NC(=O)c1ccccc1	-14.7	2.0
COc1ccc(C(=O)N(CCc2ccccc2)Cc2ccccc2)cc1S(=O)(=O)N1CCOCC1	-5.1	-3.7
COc1ccccc1C(=O)NCC(=O)OCC(=O)c1ccc(Cl)s1	22.6	4.1
Cc1ccccc1S(=O)(=O)N(C)C[C@@H]1OCc2ccccc2-c2c(n(C)c3ccccc23)C(=O)N([C@H](C)CO)C[C@@H]1C	40.0	1.2
COc1ccc(NC(=S)NC(C)C(c2ccccc2)N2CCOCC2)cc1 (stereo not drawn)	-18.5	-9.3
Cc1cccc2sc(N(CCN3CCOCC3)C(=O)CCS(=O)(=O)c3ccccc3)nc12	2.1	7.3
CCN1CCN(CCc2nc3cc(NC(=O)COc4ccc(Cl)cc4)ccc3n2C)CC1	5.8	-2.4
COc1ccc(C(=O)CCC(C)(C)[N+](=O)[O-])cc1OC	-4.9	8.6
